# Insulin prom inh = TRM-6 insulin promoter activity inhibition; TRM-6 cells (human fetal islet line), insulin promoter-eGFP reporter, imaging; reporter expression induced with tamoxifen; inhibition, % at 2 µM; 0.9% of 130,000 active;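 active means inhibition above the mean plus 3 SD, with well images judged a real hit on visual review, cut at about 60% in these data, passing the limit was not always enough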
# sdo1 growth = sdo1-depleted yeast growth rescue. S. cerevisiae sdo1-depleted JHY4D growth rescue, OD600 30 h; hits give high values; pdr5 snq2 efflux-pump mutant strain. z-score at 10 µM. 0.21% of 140,000 active;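 active means z-score above 3 at both the 24 hr and the 30 hr optical density reads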;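 further: z-score against mean and SD of all compound wells on the same plate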
# sdo1 growth Rescue 24 h = second read-out of sdo1 growth, no call of its own (marks repeat the call); z-score; S. cerevisiae sdo1-depleted JHY4D growth rescue, OD600; measured here: growth rescue at 24 h;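 0 is the plate mean of compound wells and units are plate SD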
# Active calls of the source: *; / = no result given.
# Each structure is followed by: Insulin prom inh, sdo1 growth, sdo1 growth Rescue 24 h
> CCOc1ccc(-c2nnn(CC(=O)NCc3ccco3)n2)cc1OCC
  -33.3, 0.42, 0.26
> NC(=O)c1c(NC(=O)C2CCCO2)sc2c1CCCC2 (stereo not given)
  0.0, -0.3, -0.76
> COc1ccc(OC)c(NC(=O)CN2C(=O)C3(OCCCO3)c3ccccc32)c1
  -26.9, -0.87, -0.31
> Cc1ccc(NC(=O)NC2CCN(S(=O)(=O)c3ccc(F)cc3)CC2)cc1
  56.2, 0.2, -0.11
> COP(C)(=O)c1c(C)nn(-c2ccccc2)c1C (stereo not given)
  -83.6, 0.54, -0.05
> C=C(Br)Cn1c(CCCC)nc2ccccc21
  85.7*, -0.38, -0.95
> CCc1ccc(NC(=O)C2CC(=O)N(C(C)C)C2)cc1 (stereo not given)
  13.5, -0.58, -1.23
> CCOC(=O)c1c(NC(=O)C2CC2)sc(C)c1CC
  -30.2, -0.42, 0.24
> COc1cc(OC)cc(C(=O)Oc2ccc(/C=N/Nc3nc4ccccc4s3)cc2OC)c1
  33.3, 0.51, 1.38
> Cc1cccc(OCC(=O)NCC(=O)N/N=C/c2ccc([N+](=O)[O-])cc2)c1
  -47.1, /, /

# Some of the entries so far, field by field.
> NC(=O)c1c(NC(=O)C2CCCO2)sc2c1CCCC2 (stereo not given)
  Insulin prom inh: 0.0
  sdo1 growth: -0.3
  sdo1 growth Rescue 24 h: -0.76
> COc1ccc(OC)c(NC(=O)CN2C(=O)C3(OCCCO3)c3ccccc32)c1
  Insulin prom inh: -26.9
  sdo1 growth: -0.87
  sdo1 growth Rescue 24 h: -0.31
> Cc1ccc(NC(=O)NC2CCN(S(=O)(=O)c3ccc(F)cc3)CC2)cc1
  Insulin prom inh: 56.2
  sdo1 growth: 0.2
  sdo1 growth Rescue 24 h: -0.11
> COP(C)(=O)c1c(C)nn(-c2ccccc2)c1C (stereo not given)
  Insulin prom inh: -83.6
  sdo1 growth: 0.54
  sdo1 growth Rescue 24 h: -0.05

# Remaining list, next part
# Each structure is followed by: Insulin prom inh, sdo1 growth, sdo1 growth Rescue 24 h
> CC(=O)c1c(C(C)=O)c(C)n(-c2nc(-c3ccccc3)c(C)s2)c1C
  -2.6, -0.13, 0.81
> CCCCN(CCCC)CCCNC(=O)C12CN(Cc3ccccc3)CC1C(c1cccc([N+](=O)[O-])c1)=NO2 (stereo not given)
  0.0, 0.55, -0.16
> O=C(NC(=S)NNC(=O)c1cccs1)c1ccc(Br)o1
  -13.5, -0.13, -0.27
> Cc1nonc1NC(=O)OCCN1CCOC1=O
  27.3, 0.18, -0.17
> CC1=C(C(=O)OCCNC(=O)c2ccccc2O)C(c2ccccc2[N+](=O)[O-])C(C(=O)OCC2CCCO2)=C(C)N1 (stereo not given)
  -21.4, 0.43, -0.33
> OC(COc1ccc2cc(Br)ccc2c1)CN1CCOCC1 (stereo not given)
  -25.0, -0.53, -1.06
> COc1ccc(-c2nnnn2CCc2ccccc2)cc1
  -75.0, 0.23, -0.06
> Cc1ccc(N2CC(O)=C(c3nc4ccccc4c(=O)[nH]3)C2=N)cc1C
  14.3, /, /
> CCCn1c(N2CCN(CC(=O)NCc3cccs3)CC2)nc2ccccc21
  -10.8, 1.19, 0.57
> CC(=O)c1cccc(NC(=O)CN(c2ccc(F)cc2)S(C)(=O)=O)c1
  -20.0, 1.29, 1.28
> COc1ccc(Cn2cc(C(=O)O)c(=O)c3ccccc32)cc1
  46.7, /, /
> O=C(CN(Cc1cccs1)C(=O)CNS(=O)(=O)c1ccccc1)NCc1ccco1
  -23.7, 1.03, 0.91
> O=C(NNC(=O)c1cc(-c2ccccc2)n(-c2ccccc2)n1)c1cccc([N+](=O)[O-])c1
  /, -1.85, -1.89
> COCC(=O)Nc1nc(-c2ccccc2)c(C)s1
  /, -0.86, 0.25
> CCOc1ccc(CSC(=N)N)cc1
  -33.3, 1.16, 1.94
> Cn1c(SCC(=O)NC2CCCC2)nnc1-c1ccc(S(=O)(=O)N2CCOCC2)cc1
  9.7, -0.72, -0.68
> CCc1cccc(Nc2c([N+](=O)[O-])cc(C(=O)N3CC(=O)Nc4ccccc43)cc2[N+](=O)[O-])c1
  /, 1.15, 0.94
> CCn1ccc(C(=O)Nc2ccc(N(C)C(C)=O)cc2)n1
  /, 0.39, 0.39
> COc1ccc(N(CC(=O)NCc2ccccc2)S(C)(=O)=O)cc1
  /, -0.39, -0.32
> Cc1ccc(-c2noc(CN3C(C)CCCC3C)n2)cc1 (stereo not given)
  /, 0.69, 1.75

# In the list so far, 2 contain fluorine.
# Each structure is followed by: Insulin prom inh, sdo1 growth, sdo1 growth Rescue 24 h
> Cc1ccc(NC(=O)NC2CCN(S(=O)(=O)c3ccc(F)cc3)CC2)cc1
  56.2, 0.2, -0.11
> CC(=O)c1cccc(NC(=O)CN(c2ccc(F)cc2)S(C)(=O)=O)c1
  -20.0, 1.29, 1.28

# More results:
# Each structure is followed by: Insulin prom inh, sdo1 growth, sdo1 growth Rescue 24 h
> CCn1c(N2CCN(C(=S)NCC(C)C)CC2)nc2ccccc21
  -3.2, -0.2, -0.2
> CC(=O)N=c1sccn1CC(=O)c1ccc([N+](=O)[O-])cc1
  /, -0.1, -0.14
> Cc1cc(C)c(NC(=S)N(CCN(C)C)Cc2cccs2)c(C)c1
  20.0, /, /
> Cc1oc2c(C)c3oc(=O)c4c(c3cc2c1C)CCCC4
  29.4, -1.17, -0.68
> CCN(CC)c1ccc(NC(=O)C(C)C)cc1
  /, 0.29, -0.01
> O=C(CCCN1C(=O)C2CCCCN2C1=O)N1CCN(c2ccc([N+](=O)[O-])cc2)CC1 (stereo not given)
  /, 0.83, 0.06
> Cc1ccc(Cn2ccc(NC(=O)c3cc(C)on3)n2)cc1
  /, 1.34, 0.5
> Cc1cnc(C(=O)OCC(=O)NC2CCCCCC2)cn1
  41.7, /, /
> COc1ccc(NC(=O)CCCSc2nc(-c3ccco3)cc(C(F)(F)F)n2)cc1OC
  2.3, -1.03, -1.41
> COc1ccc(Cn2c(O)cc(=O)[nH]c2=O)cc1
  60.0, 0.96, 0.59
> O=c1[nH]c(C(F)(F)F)nc2ccccc12
  22.6, 0.18, 0.17
> O=C(NCc1ccc2c(c1)OCO2)C1CC(c2ccccc2O)=NO1 (stereo not given)
  -15.6, -0.31, -0.4
> O=C(N/N=C/c1ccc(Br)s1)c1c[nH]c2ccccc12
  /, -0.76, -1.06
> O=C(CSc1nnc(Cc2ccccc2)o1)N1CCOCC1
  9.1, 0.14, 0.7
> CC1=C(C(=O)OC(C)C)C(c2cn(-c3ccccc3)nc2-c2cccs2)NC(=O)N1 (stereo not given)
  7.1, -0.08, -1.01
> CCOc1ccc(/C(O)=C2/C(=O)C(=O)N(CCOCCO)C2c2ccccn2)cc1 (stereo not given)
  14.3, 0.84, 0.67
> CC1CCCCC1NC(=O)CSc1nnnn1-c1ccccc1 (stereo not given)
  18.8, -0.24, -0.58
> CCOC(=O)C1CCN(Cc2ccc(Cl)c(Cl)c2)CC1
  -3.2, -0.58, -1.01
> COc1cc(C2CC(=O)N3CN(Cc4ccco4)CSC3=C2C#N)ccc1OCc1ccccc1 (stereo not given)
  /, 0.28, -0.84
> Cc1ccc(CSCc2ccc(C(=O)NCCCN3CCOCC3)o2)cc1
  -73.3, /, /
> CCCc1nc2ccc(NC(=O)NCCC(=O)OCC)cc2c(=O)n1Cc1ccc(Cl)cc1
  -53.9, -0.24, -0.09
> CSc1ccc(/C=N/N2CCN(Cc3ccc(Cl)cc3)CC2)cc1
  11.1, /, /
> CCOC(=O)C1CCN(c2nc3ccccc3nc2C(C#N)C(=O)OCCOC)CC1 (stereo not given)
  -39.1, -0.37, -0.52
> COc1ccc(NC(=O)Cn2nnc(C(=O)NCc3ccco3)c2N)c(OC)c1
  -22.6, 0.8, 0.69
> Cn1cccc1Cc1nnc(SCC(=O)NCc2ccc3c(c2)OCO3)n1CCc1ccccc1
  -60.0, -0.15, -0.39
> N#Cc1ccc(-c2cccnc2)nc1SCc1ccc(Cl)cc1Cl
  /, -2.38, -0.69
> Clc1ccc(SCCOCCN2CCc3ccccc3C2)cc1
  8.6, /, /
> CCOC(=O)CCCCNCc1ccccc1
  5.3, -0.12, -0.96
> CCOC(=O)C(NC(C)=O)(Nc1cccc(F)c1)C(F)(F)F (stereo not given)
  23.3, 0.62, 0.42
> Cc1ccc(C(=O)N2CCN(S(C)(=O)=O)C2)cc1
  41.9, 0.34, 0.03
> Cc1ccc(C)c(C(=O)COC(=O)c2cc(Cl)nc3ccccc23)c1
  20.0, -0.25, 1.91
> O=C(CNS(=O)(=O)c1ccc(Br)cc1)N1CCN(c2ccc(F)cc2)CC1
  -353.9, 0.02, 0.41
> C=CCn1c(-c2ccc(Cl)cc2)c[nH]c1=S
  /, 1.03, -0.05
> N#C/C(=C/c1ccc(CNS(=O)(=O)c2ccccc2)o1)C(=O)NCc1ccccc1
  -14.8, -0.21, -0.12
> Cc1ccc(C2C(C#N)=C(N)N(N(C)C)C3=C2C(=O)CCC3)cc1 (stereo not given)
  -2.0, 0.5, -0.07
> COCCn1c(=NC(=O)c2ccc3c(c2)OCO3)c(C#N)cc2c(=O)n3cccc(C)c3nc21
  -14.3, -1.12, -0.88
> O=c1oc2ccc3ccccc3c2cc1-c1nnc(-c2ccccc2)o1
  /, -1.22, 0.02
> CCOc1ccc(N(CC(=O)Nc2cccc(F)c2)S(=O)(=O)c2c(C)noc2C)cc1
  /, -0.11, -0.2
> CC(C)NC(=O)CSc1nc(-c2cccs2)cc(-c2ccccc2)c1C#N
  52.4, -0.38, 0.79
> O=C(CC1N=C2c3ccccc3N=C(SCc3ccc(Cl)cc3)N2C1=O)NCc1ccco1 (stereo not given)
  -38.9, -0.76, -1.11
> COc1ccc(S(=O)(=O)N(C)CC(=O)NCCC2=CCCCC2)cc1OC
  -12.9, -0.03, 0.16
> COc1ccc(-c2c(C)n([O-])c(C)c(C)[n+]2=O)cc1OC
  7.1, 1.33, 0.61
> N#Cc1ccc(-c2ccc3c(c2)OCO3)nc1SCC(=O)OCc1ccccc1
  -50.0, -1.33, -1.41
> O=C(CCc1nc2ccccc2s1)OCC(=O)c1ccccc1
  /, -0.31, -0.91
> O=C(Nc1nnc(C(F)(F)F)s1)c1cccnc1
  31.0, 0.1, -0.69
> O=C(c1sc2cc(F)ccc2c1Cl)N1CCN(c2cccc(Cl)c2)CC1
  /, 0.68, 1.05
> CC(C)(C)c1nc(SCC(=O)Nc2nc3c(s2)CCCC3)c2ccccc2n1
  -13.3, -0.77, -0.5
> CC(NC(=O)c1ccc(CS(=O)(=O)c2cccc(C(F)(F)F)c2)o1)c1ccc2c(c1)OCCO2 (stereo not given)
  -36.1, 0.14, 0.66
> CCOC(=O)C(=O)NNc1cccc(C)c1C
  25.7, 0.39, 0.13
> CN(CCO)C1=CC(=O)CC(C)(C)C1
  -155.2, 1.23, 0.75

# The list goes on.
# Each structure is followed by: Insulin prom inh, sdo1 growth, sdo1 growth Rescue 24 h
> COC(=O)c1[nH]cnc1C(=O)c1ccccc1
  /, -0.39, -0.47
> Cc1nn2c(-c3ccccc3)ccnc2c1-c1ccccc1
  -16.2, -1.38, -1.91
> CCN(CC)S(=O)(=O)c1cccc(C(=O)NC(C(=O)Nc2nnc(C3CC3)s2)C(C)C)c1 (stereo not given)
  /, -0.32, -0.27
> O=C(CN(Cc1ccccc1)S(=O)(=O)c1ccc(Br)cc1)NCc1ccco1
  -70.0, -0.98, -0.13
> O=C(Cn1cnc2c(nnn2-c2ccc(F)cc2)c1=O)N1CCCC1
  /, -0.3, -0.98
> CCn1cc(CN2CCN(Cc3cccc(OC)c3)C(CCO)C2)c(C)n1 (stereo not given)
  13.0, /, /
> COc1ccccc1C(=O)OCC(=O)Nc1ccc(OC(F)F)cc1
  36.4, 0.15, -0.54
> Cc1ccc(S(=O)(=O)Nc2ccccc2CNc2cccc(C)n2)cc1
  /, -0.73, -0.87
> O=C(CSc1nnc(Cc2cccs2)n1-c1ccccc1)Nc1ccc2c(c1)OCCO2
  -72.4, -0.78, -0.91
> Cc1cc(C)c(C#N)c(SCCS(=O)(=O)Cc2ccc(Cl)cc2)n1
  48.6, -0.72, -0.49
> O=C(Nc1ccc(N2CCOCC2)cc1)Nc1cnsn1
  -10.5, 0.71, 0.08
> Cc1cc(C)n(-c2ccc(C(=O)O)cc2[N+](=O)[O-])n1
  55.6, /, /
> Oc1ccccc1C1OCC2(CO1)COC(c1ccccc1O)OC2 (stereo not given)
  -41.4, 0.15, -0.4
> CCOC(=O)c1c(C)[nH]c(C(=O)COC(=O)C2CC2C)c1C (stereo not given)
  /, -0.19, -0.76
> O=C(NCCN1CCN(c2ccccc2)CC1)C1CCN(S(=O)(=O)c2cccs2)CC1
  24.2, 1.11, 1.45
> CCOC(=O)CSc1nnc(-c2nnc(SCC(=O)OCC)n2CC)n1CC
  /, -0.13, -0.11
> Cc1cc(C)n2nc(-c3cnn(C)c3C(F)(F)F)cc2n1
  -10.7, -0.05, -0.41
> Cc1cc(C)n2c(Br)c(CSc3nc4ccccc4s3)nc2n1
  31.2, -1.98, -1.27
> Cc1ccc(NC(=S)NN2CCN(C)CC2)cc1
  3.6, -0.22, -0.47
> O=C(Oc1ccc(C(=S)N2CCOCC2)cc1)c1ccc(Br)cc1
  41.2, -0.82, -0.38
> O=C(OCCCN=C1NS(=O)(=O)c2ccccc21)C1CC(=O)N(c2ccc(Cl)cc2)C1 (stereo not given)
  -100.0, 0.16, 0.2
> COCc1cc(C)c(C#N)c(=S)[nH]1
  7.1, -0.04, -0.8
> CCCNC(=O)OCCC12CC3CC(CC(C3)C1)C2
  69.2*, -0.67, -0.32
> Cn1c(N/N=C2\CCCc3ccccc32)nc2c1c(=O)n(Cc1ccccc1)c(=O)n2C
  /, -1.66, -1.53
> O=C(CSc1nc2ccccc2s1)Nc1ccc2c(c1)OCO2
  19.4, 0.11, 0.64
> Cc1ccc(C(=O)NCCSc2ccccc2)cc1S(=O)(=O)Nc1ccccc1
  13.3, -0.26, 0.05
> CCOc1ncccc1C(=O)OCc1cc(=O)oc2c(C)c(C)ccc12
  -18.5, 0.33, 1.18

# Only part of the results is shown; rates above refer to the full screens.
